Assay outcomes (PubChem)
mIAP act – mouse IAP activation | muIAP, CDP-Star luminescence, 30 min; stronger effect = higher value; 1 = vehicle-only enzyme signal, 0 = enzyme-free wells | activation factor at 10 µM | 330,000 compounds, 0.24% hits;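 active = activation factor of at least 2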; note: the source names both 10 and 20 µM as test concentration; values of inactives mirror those of a sister screen read the other way
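Assay system: mouse IAP enzyme; reagent: chemiluminescent substrate CDP-Star; dosing: test compounds delivered from DMSO solution; schedule: 30 min at room temperature; measured by: luminescence from enzymatic CDP-Star hydrolysis; controls: DMSO-only wells and no-enzyme negative control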
A3A deaminase – blocks human APOBEC3A ssDNA deamination; inhibition, % at 20 µM; P31941; AID 493011; recombinant A3A, FAM/TAMRA ssDNA deamination fluorescence; 330,000 compounds, 0.41% hits;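 active = at least 40% inhibition at 20 µM here, with at most 30% in a related deaminase screen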;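 note: plate controls were A3A with DMSO for no effect and wells lacking A3A enzyme for full effect; some results filed as inactive read as strong as hits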
Target sequence (P31941 whole entry, looked up): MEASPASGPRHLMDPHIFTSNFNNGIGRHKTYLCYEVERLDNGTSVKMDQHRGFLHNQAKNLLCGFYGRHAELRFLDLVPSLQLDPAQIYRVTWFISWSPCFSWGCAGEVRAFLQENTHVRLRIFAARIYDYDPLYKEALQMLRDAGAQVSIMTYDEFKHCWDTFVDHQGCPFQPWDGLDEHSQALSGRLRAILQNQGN
ATG4B inhibitor – inhibitors of human ATG4B cysteine protease; Q9Y4P1; ATG4B cleavage of LC3-PLA2, NBD-HPC fluorescence, 1 h; inhibition, % at 8.33 µM; 340,000 compounds, 0.51% hits; in the data active = inhibition above about 40%
Target sequence (Q9Y4P1 whole entry, looked up): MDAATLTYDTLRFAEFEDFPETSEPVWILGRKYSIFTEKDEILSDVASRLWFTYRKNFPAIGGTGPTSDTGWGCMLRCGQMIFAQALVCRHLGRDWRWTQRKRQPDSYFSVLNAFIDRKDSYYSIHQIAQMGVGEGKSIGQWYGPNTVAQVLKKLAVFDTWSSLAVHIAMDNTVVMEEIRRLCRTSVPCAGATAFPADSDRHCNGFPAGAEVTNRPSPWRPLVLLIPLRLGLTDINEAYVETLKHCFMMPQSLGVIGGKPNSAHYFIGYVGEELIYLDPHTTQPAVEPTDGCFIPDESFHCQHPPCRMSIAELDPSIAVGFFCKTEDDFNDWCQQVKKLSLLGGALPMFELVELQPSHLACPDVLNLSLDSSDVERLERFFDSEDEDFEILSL
hIAP inh – human IAP inhibition; inhibition, % at 10 µM; purified IAP, CDP-Star luminescence, 30 min; 330,000 compounds, 0.12% hits; P09923;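 active = inhibition reaching a set limit with compound at 10 µM in the primary screen, cut at about 35% in these data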;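 note: plate controls were DMSO wells with enzyme for no effect and no-enzyme buffer wells for full effect; values of inactives mirror those of a sister screen read the other way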
APOBEC3G inh – APOBEC3G (human) deaminase inhibition; inhibition, % at 20 µM; 330,000 compounds, 0.28% hits; Q9HC16; recombinant A3G, ssDNA deamination FAM/TAMRA fluorescence; AID 493012;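 active = inhibition of at least 40% at 20 µM, with no more than 30% in the related APOBEC3A deaminase screen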;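 note: plate controls were DMSO wells with A3G for no effect and wells lacking A3G enzyme for full effect; some compounds called inactive have numbers as strong as hits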
Target sequence (Q9HC16 whole entry, looked up): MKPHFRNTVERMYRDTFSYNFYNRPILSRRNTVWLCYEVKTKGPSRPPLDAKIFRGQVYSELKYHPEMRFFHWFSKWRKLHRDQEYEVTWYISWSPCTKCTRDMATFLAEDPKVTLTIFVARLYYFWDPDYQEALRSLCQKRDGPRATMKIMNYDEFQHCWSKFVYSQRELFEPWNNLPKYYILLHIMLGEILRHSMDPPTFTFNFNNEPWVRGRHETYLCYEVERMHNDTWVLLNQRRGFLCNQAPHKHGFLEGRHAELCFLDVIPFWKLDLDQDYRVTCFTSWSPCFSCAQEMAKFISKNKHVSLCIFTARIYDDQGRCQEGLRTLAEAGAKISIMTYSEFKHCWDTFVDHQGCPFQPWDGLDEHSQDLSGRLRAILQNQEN
MIN6 prolif – inducers of beta-cell replication in MIN6 cells; MIN6 cells proliferation, ATPlite luminescence, 48 h; cells starved in 0.2% serum; 100% = growth in 10% serum; proliferation, % at 10 µM; 330,000 compounds, 0.29% hits; AID 2380;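 active = compounds whose signal lies at least 3.5 SD above the mean of all wells on their plate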;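 note: 0% = DMSO-treated cells in low-serum medium and 100% = 10% serum control; some compounds called inactive have numbers as strong as hits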
hIAP act – increases human intestinal alkaline phosphatase activity | P09923 | purified human IAP, CDP-Star luminescence, 30 min; stronger effect = higher value; 1 = vehicle-only enzyme, 0 = enzyme-free background | activation factor at 10 µM | 330,000 compounds, 0.16% hits;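 active = activation factor of the enzyme at least 2-fold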; note: the source names both 10 and 20 µM as test concentration; values of inactives mirror those of a sister screen read the other way
mIAP inh – mouse IAP inhibition | purified mouse IAP, CDP-Star luminescence, 30 min | inhibition, % at 10 µM | 330,000 compounds, 0.2% hits;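 active = inhibition of at least 40% at 10 µM in the primary screen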;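 note: plate controls were DMSO with enzyme for no effect and no enzyme wells for full effect; values of inactives mirror those of a sister screen read the other way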
MPTP block – blocks calcium-induced mitochondrial swelling. isolated mouse mitochondria, Ca2+ swelling absorbance, 30 min. 360,000 compounds, 1.4% hits. AID 602449. inhibition, % at 10 µM;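 active = inhibition of 50% or more, scaled per plate between neutral and stimulator controls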;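 note: 0% = DMSO wells given calcium and 100% = 1 mM EGTA wells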
* = called active by the depositor; . = no result given.

Second line of a record: mIAP act, A3A deaminase, ATG4B inhibitor, hIAP inh, APOBEC3G inh, MIN6 prolif, hIAP act, mIAP inh, MPTP block
COc1ccccc1N1CCN(C(c2ccc(N(C)C)cc2)c2nnnn2CCc2ccccc2)CC1 (configuration not stated)
→ 1.04, -0.4, 6.0, 8.9, -1.0, -3.7, 0.911, -3.9, 0.9
CCOc1ccc(NC(=S)N(CCc2c(C)[nH]c3ccc(C)cc23)Cc2cccnc2)cc1
→ 1.12, -1.0, -13.8, 8.2, -11.4, -6.0, 0.918, -12.2, -1.6
Cc1c(NC(=O)C(C)OC(=O)c2cccc(S(=O)(=O)N3CCOCC3)c2)c(=O)n(-c2ccccc2)n1C (configuration not stated)
→ 1.05, -3.8, -7.8, -8.9, -5.4, -3.3, 1.09, -4.9, .
C=CCn1c(SCc2cc(=O)n3ccsc3n2)nc2ccccc2c1=O
→ 1.16, -2.4, 0.8, -11.9, -8.2, 1.4, 1.12, -15.5, -4.1
Cc1cc(C(=O)OCC(=O)NCCN2C(=O)CSC2=O)ccc1[N+](=O)[O-]
→ 0.986, -1.0, 3.0, 0.2, -4.4, 9.7*, 0.998, 1.4, -2.2
Cc1ccc(OCCNC(=O)/C=C/c2ccccc2)cc1C
→ 0.949, -0.8, 0.3, -1.7, -9.0, 0.0, 1.02, 5.1, 2.7
COc1ccc(C(=O)C[n+]2cccc3cc(OC)ccc32)cc1
→ 1.14, 1.2, 10.7, -12.9, -13.0, 1.0, 1.13, -14.2, -0.6
COc1ccc(OC)c(NC(=O)c2ccc3c(c2)C(=O)N(c2ccc(OC(C)=O)cc2)C3=O)c1
→ 1.06, -5.6, 2.8, -9.2, -2.8, -3.0, 1.09, -6.3, 1.7
Cc1ccc(NC(=O)C(C)OC(=O)Cc2c[nH]c3ccccc23)cc1S(=O)(=O)N1CCOCC1 (configuration not stated)
→ 1.14, 0.9, -6.5, 3.7, 5.1, 1.1, 0.963, -14.4, -2.5
CSc1nc2nc3c(c(=O)n2[nH]1)CCCC3
→ 0.997, -4.6, 6.1, 5.5, -5.6, 0.6, 0.945, 0.3, -2.3
CCc1cccc2c(C(=O)CSc3nncn3-c3ccc(OC)cc3)c[nH]c12
→ 1.04, -1.5, 3.0, 4.3, -5.1, -3.0, 0.957, -4.5, 2.6
NS(=O)(=O)c1ccc(NC(=O)C2CCCN(S(=O)(=O)c3ccc(F)cc3)C2)cc1 (configuration not stated)
→ 0.995, -0.8, -7.4, 7.9, -4.3, -2.8, 0.921, 0.5, -0.2
Cc1nn(C2CCS(=O)(=O)C2)c(Cl)c1/C=C/C(=O)OCC(=O)N(C)C (configuration not stated)
→ 1.08, 4.3, -7.9, 8.0, -4.4, -0.6, 0.92, -8.5, -0.3
COC(=O)c1ccc2c(c1)c(-c1ccccc1)c(-c1ccccc1)n2C
→ 0.963, 2.7, 5.8, ., 1.5, ., ., 3.7, 0.9
O=S(=O)(c1ccc2ccccc2c1)N1CCN(c2ccc(O)cc2)CC1
→ 0.999, -2.2, -15.2, -10.8, 0.4, -1.7, 1.11, 0.1, 2.2
C=CCn1c(SCC(=O)NC2CCS(=O)(=O)C2)nnc1-c1cc2c(s1)CCC(CC)C2 (configuration not stated)
→ 0.976, -0.3, -4.1, 2.3, -3.7, -2.7, 0.977, 2.4, -3.0
COc1ccc(OC)c(/C=N/NC(=O)CCc2ccc(O)c(O)c2)c1
→ 0.773, 3.1, -1.4, 7.4, -0.4, 0.0, 0.926, 22.7, 2.1
CN1C(=O)c2cccc3c(S(=O)(=O)NCCc4ccccc4)ccc1c23
→ 0.998, -2.8, -0.6, 1.7, -7.3, 2.3, 0.983, 0.2, 0.4
Cc1c(C(=O)Nc2ccccc2)sc2nc(-c3ccccc3)cn12
→ 1.07, 1.3, -5.7, -8.6, 5.0, -3.1, 1.09, -7.3, 4.1
CN(C(=O)CSc1nccc(=O)[nH]1)C1CCCCC1
→ 1.05, -4.8, -2.7, 2.3, -8.8, -1.9, 0.977, -4.6, 0.6
CC1Cc2nc(SCC(=O)NCC3CCCO3)n(C)c(=O)c2S1 (configuration not stated)
→ 0.929, -2.2, 7.7, 9.5, -4.0, -3.7, 0.905, 7.1, -0.7
O=C(N1CCOCC1)N(CCN1CCOCC1)Cc1cccc2ccccc12
→ 0.868, 3.3, -6.9, -9.6, -0.7, -2.2, 1.1, 13.2, -1.1
O=C(COC(=O)c1ccccc1Br)NCCc1ccc(F)cc1
→ 0.983, 1.5, 4.4, -5.7, -5.7, 0.0, 1.06, 1.7, 1.5
CC(C)(C)c1ccc(C(=O)NCCCN2CCN(CCCNC(=O)c3ccc(C(C)(C)C)cc3)CC2)cc1
→ 1.42, -1.4, -8.7, 9.3, -4.6, 0.0, 0.907, -41.8, 87.1*
CS(=O)(=O)N1CCCC(C(=O)NCCCN2CCN(Cc3ccccc3)CC2)C1 (configuration not stated)
→ 1.13, -2.0, -7.7, -6.8, -2.7, -1.8, 1.07, -12.9, -0.8
O=C(O)c1ccc(N2CCCCCC2)c(N2C(=O)c3ccccc3C2=O)c1
→ 1.04, 0.5, -8.8, 8.6, -1.3, -0.6, 0.914, -3.7, 1.7
Cc1cc(C)c(S(=O)(=O)Nc2ccc(OCC(=O)O)cc2)c(C)c1
→ 1.05, -1.5, 5.8, 3.0, -3.8, -6.9, 0.97, -5.4, -0.1
COC(=O)c1cc(NC(=O)c2cccs2)ccc1N1CCOCC1
→ 1.07, -5.4, -8.3, 8.4, -3.2, -3.2, 0.916, -7.1, 2.4
COc1c(-c2ccc(O)c(O)c2)oc2cc(O)cc(O)c2c1=O
→ 0.687, -0.7, -12.7, 59.6*, 12.3, -1.9, 0.404, 31.3, 2.5
CC(Sc1nc2ccccc2c(=O)n1C)C(=O)Nc1ccc2c(c1)OCCO2 (configuration not stated)
→ 1.06, -1.0, 1.4, 4.7, -2.8, -6.7, 0.953, -6.5, 35.2
Cc1[nH]c(=S)[nH]c(=O)c1Cc1ccc(OCC(C)C)cc1
→ 0.918, 1.5, 0.8, -7.7, -3.5, 1.6, 1.08, 8.2, -1.1
COc1ccc(-n2nnnc2SCC(=O)N2CCOCC2)cc1
→ 0.994, -1.6, -2.7, 7.7, -9.8, -2.5, 0.923, 0.6, -2.3
Fc1ccc(OCCOCCOc2cccc3[nH]ccc23)cc1
→ 1.07, -2.2, -1.2, -6.8, -13.2, -2.8, 1.07, -7.2, -1.3
CSc1ccc2c(c1)C(N1CCN(C)CC1)Cc1ccc(F)cc1S2 (configuration not stated)
→ 0.962, -13.4, -8.7, -17.3, -2.8, -4.1, 1.17, 3.8, -6.9
C1COCCNCCOCCOCCN1
→ 0.959, -3.7, -4.7, 17.0, -2.5, 2.3, 0.83, 4.1, 0.0
Cc1ccc(NC(=O)CSc2nnc(COc3ccccc3C)o2)cc1
→ 0.948, 1.8, -2.0, -3.6, -7.3, -0.7, 1.04, 5.2, -0.1
Cc1ccc(C(=O)c2cc([N+](=O)[O-])ccc2N2CCOCC2)c(C)c1
→ 1.1, -5.6, 0.1, -2.2, -4.6, -3.5, 1.02, -10.1, 4.6
Cc1c(C(=O)Nc2ccc(Oc3ccccc3)cc2)sc2nc3n(c(=O)c12)CCC3
→ 0.867, -3.0, -11.1, -1.4, -6.5, -3.3, 1.01, 13.3, -1.6
Cc1cccc(N(CC(=O)NC(C)C)C(=O)c2ccc(N3CCCC3)nc2)c1
→ 0.996, -1.9, -2.2, 9.9, -3.4, -1.7, 0.901, 0.4, 1.9
CC(C)NC(=O)c1ccccc1NC(=O)CN(c1ccc2c(c1)OCO2)S(C)(=O)=O
→ 0.949, 4.0, 3.9, -14.2, -4.9, -1.9, 1.14, 5.1, 1.5
CC[C@@H]1C=C(C(=O)O)[C@H](c2ccc(OC)c(OC)c2)N1S(=O)(=O)c1ccc(C)cc1
→ 0.981, -5.8, -1.0, 7.1, -7.3, 2.7, 0.929, 1.9, 0.1
O=C(NCc1cccc(F)c1F)C1CCC(=O)N(C2CC2)C1 (configuration not stated)
→ 0.972, -4.8, 3.1, 18.3, -12.6, 4.2, 0.817, 2.8, 0.3
CC(NS(=O)(=O)OCC(Cl)(Cl)Cl)c1ccc(Br)cc1 (configuration not stated)
→ 0.963, -1.1, 9.1, 11.5, -8.8, -5.5, 0.885, 3.7, 17.1
C=CC(C)(C)c1c2occc2c(O)c2ccc(=O)oc12
→ 1.08, 0.6, -20.1, 8.9, -2.5, -3.5, 0.911, -8.3, 73.7*
OCCN(Cc1ccccc1)CC(O)COc1ccc2c(c1)OCO2 (configuration not stated)
→ 0.903, -4.2, 0.6, 1.5, -9.1, -1.2, 0.985, 9.7, 0.0
CCOC(=O)CSC1=C(C#N)C(c2ccccc2OC)CC(=O)N1 (configuration not stated)
→ 1.03, 0.2, 2.6, 15.8, -3.2, -3.3, 0.842, -3.2, -0.2
CCc1ccc2nc(SCC(=O)Nc3ccccc3N3CCOCC3)c(C#N)cc2c1
→ 0.92, -5.7, 26.9, 3.7, -14.6, -4.2, 0.963, 8.0, 0.9
Oc1ccc(C(c2nnnn2CCc2ccccc2)N2CCN(c3nc4ccccc4s3)CC2)cc1 (configuration not stated)
→ 1.03, 4.9, -7.8, 8.9, 1.8, -5.0, 0.911, -2.7, 1.1
COc1ccccc1N1CCN(S(=O)(=O)CCNC(=O)C2CCCC2)CC1
→ 1.03, -1.3, -7.6, 7.8, -9.2, 1.1, 0.922, -2.6, -0.7
COCCNc1nnc(SCC(=O)Nc2sc3c(c2C(=O)c2ccccc2)CCCC3)s1
→ 0.793, -0.5, -0.2, -5.0, -2.5, -2.7, 1.05, 20.7, 2.2
Cc1csc(NC(=O)CSc2nc(=O)cc(N)n2-c2ccc(F)cc2)n1
→ 1.03, -0.8, -0.6, 2.9, -3.6, 3.2, 0.971, -2.9, -1.2

Grouped by structure, those above with a COOH group (3)
Second line of a record: mIAP act, A3A deaminase, ATG4B inhibitor, hIAP inh, APOBEC3G inh, MIN6 prolif, hIAP act, mIAP inh, MPTP block
O=C(O)c1ccc(N2CCCCCC2)c(N2C(=O)c3ccccc3C2=O)c1
→ 1.04, 0.5, -8.8, 8.6, -1.3, -0.6, 0.914, -3.7, 1.7
Cc1cc(C)c(S(=O)(=O)Nc2ccc(OCC(=O)O)cc2)c(C)c1
→ 1.05, -1.5, 5.8, 3.0, -3.8, -6.9, 0.97, -5.4, -0.1
CC[C@@H]1C=C(C(=O)O)[C@H](c2ccc(OC)c(OC)c2)N1S(=O)(=O)c1ccc(C)cc1
→ 0.981, -5.8, -1.0, 7.1, -7.3, 2.7, 0.929, 1.9, 0.1
